PAD4 inhibitors: human PAD4 inhibitors, primary screen, biochemical, fluorescence polarization (AID 463073); recombinant PAD4, RFA probe fluorescence polarization; stronger effect = higher value; hit rate 0.5% among 2,000; inhibition, % at 5 µM;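 active = inhibition above 30%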;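 also: 0% = PAD4 with DMSO and 100% = wells lacking PAD4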
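Material: recombinant human PAD4 enzyme / Input: PAD4 at 2 µM in dispensed buffer, before additions / Medium: HEPES buffer pH 7.6 with 10 mM CaCl2 and TCEP / Incubation: 30-min PAD4–compound preincubation (25 °C), then 5-h probe labeling (37 °C) / Detection: fluorescence polarization, 598 nm emission after 525 nm excitation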
Numbers without * were called inactive.

Preview:
SMILES | PAD4 inhibitors
C[C@]12CC[C@@H]3c4cc(O)c(O)cc4CC[C@H]3[C@@H]1CC[C@@H]2O | 0.2
NS(=O)(=O)c1cc2c(cc1Cl)NC(C(Cl)Cl)NS2(=O)=O (stereo not given) | 4.5
CCOc1ccc(N2C(=O)CC(NCCNc3ccc([N+](=O)[O-])cn3)C2=O)cc1 (stereo not given) | 9.8
c1cc2c(cc1C1CCCCC1)c1c3n2CCN=C3CCC1 | 1.6
CCOC(=O)NN1C(=O)c2ccccc2NC1c1ccc(OC)c(OC)c1 (stereo not given) | 5.1
Cc1oc2cc(O)ccc2c(=O)c1Oc1ccccc1Br | 0.4
COc1ccc(CCNC(=S)NC(=O)/C=C/c2ccc(C)cc2)cc1OC | 3.5
COC1=C(N)C(=O)c2nc(-c3nc(C(=O)O)c(C)c(-c4ccc(OC)c(OC)c4O)c3N)ccc2C1=O | 92*
CN1CCCN(C(c2ccccc2)c2ccc(Cl)cc2)CC1 (stereo not given) | 0.0
COc1ccc(C(=O)NCc2cccnc2)cc1 | 0.3
O=C(c1cccnc1)N1N=C(C2CC2)CC1(O)C(F)(F)F (stereo not given) | 0.6
CC(C)N(Cc1nccn1C)C(=O)CC1C(=O)NCCN1Cc1ccccc1C(F)(F)F (stereo not given) | -4.6
C[C@H](CS)C(=O)N1CCC[C@H]1C(=O)O | -4.5
O=C(CCC(=O)NCCO)NCCO | 3.7
C[C@H](NC(=O)C1(c2ccccc2)CCN(C(=O)[C@H]2CSCN2C(=O)OC(C)(C)C)CC1)C(=O)O | -2.9
COc1ccc(N2C(=O)[C@@H]3Cc4ccccc4CN3C2=O)cc1 | -0.6
CCn1c(=N)c(C(=O)NC)cc2c(=O)n3cccc(C)c3nc21 | -1.2
Cc1ccc2ncnc(NCCCCCC(=O)O)c2c1 | -3.3
COc1ccc(C=O)c(OC)c1 | -4.3
COc1ccc2c(c1)[N+](C)(C)C(C)(C)C=C2C | 9.6
COc1ccc2[nH]c(=O)c(CNC3CCCCC3)cc2c1 | 2.4
CC(C)(S)[C@@H](N)C(=O)O | 7.4
CCN(CC)Cc1c[nH]c2c(C(=O)OC)cccc12 | 0.8

The listing, previewed entries included:
SMILES | PAD4 inhibitors
C[C@]12CC[C@@H]3c4cc(O)c(O)cc4CC[C@H]3[C@@H]1CC[C@@H]2O | 0.2
NS(=O)(=O)c1cc2c(cc1Cl)NC(C(Cl)Cl)NS2(=O)=O (stereo not given) | 4.5
CCOc1ccc(N2C(=O)CC(NCCNc3ccc([N+](=O)[O-])cn3)C2=O)cc1 (stereo not given) | 9.8
c1cc2c(cc1C1CCCCC1)c1c3n2CCN=C3CCC1 | 1.6
CCOC(=O)NN1C(=O)c2ccccc2NC1c1ccc(OC)c(OC)c1 (stereo not given) | 5.1
Cc1oc2cc(O)ccc2c(=O)c1Oc1ccccc1Br | 0.4
COc1ccc(CCNC(=S)NC(=O)/C=C/c2ccc(C)cc2)cc1OC | 3.5
COC1=C(N)C(=O)c2nc(-c3nc(C(=O)O)c(C)c(-c4ccc(OC)c(OC)c4O)c3N)ccc2C1=O | 92*
CN1CCCN(C(c2ccccc2)c2ccc(Cl)cc2)CC1 (stereo not given) | 0.0
COc1ccc(C(=O)NCc2cccnc2)cc1 | 0.3
O=C(c1cccnc1)N1N=C(C2CC2)CC1(O)C(F)(F)F (stereo not given) | 0.6
CC(C)N(Cc1nccn1C)C(=O)CC1C(=O)NCCN1Cc1ccccc1C(F)(F)F (stereo not given) | -4.6
C[C@H](CS)C(=O)N1CCC[C@H]1C(=O)O | -4.5
O=C(CCC(=O)NCCO)NCCO | 3.7
C[C@H](NC(=O)C1(c2ccccc2)CCN(C(=O)[C@H]2CSCN2C(=O)OC(C)(C)C)CC1)C(=O)O | -2.9
COc1ccc(N2C(=O)[C@@H]3Cc4ccccc4CN3C2=O)cc1 | -0.6
CCn1c(=N)c(C(=O)NC)cc2c(=O)n3cccc(C)c3nc21 | -1.2
Cc1ccc2ncnc(NCCCCCC(=O)O)c2c1 | -3.3
COc1ccc(C=O)c(OC)c1 | -4.3
COc1ccc2c(c1)[N+](C)(C)C(C)(C)C=C2C | 9.6
COc1ccc2[nH]c(=O)c(CNC3CCCCC3)cc2c1 | 2.4
CC(C)(S)[C@@H](N)C(=O)O | 7.4
CCN(CC)Cc1c[nH]c2c(C(=O)OC)cccc12 | 0.8
CN1CCC(=C2c3ccccc3C=Cc3ccccc32)CC1 | -3.3
Oc1[nH]c2ccccc2c1N=Nc1ccccc1 | 7.2
CN1[C@@H]2CC[C@H]1CC(OC(=O)C(CO)c1ccccc1)C2 (stereo not given in full) | 0.4
Cc1ccccc1NC(=O)c1c(C)cc(=O)oc1C | 0.0
CC(C)CC(=O)Nc1ccc2oc(-c3ccncc3)nc2c1 | 1.8
CC(=O)N(CCC(Cc1ccccc1)c1ccco1)Cc1ccco1 (stereo not given) | -1.6
Cc1oc(/C=N/NC(=O)CC2(C)OCCO2)cc1Br | -5.0
Fc1cc(F)cc(NC(=S)NCCCN2CCOCC2)c1 | -2.0
Cc1ccc(/C=N/NC(=O)C2(C)CC2(Br)Br)cc1 (stereo not given) | 1.6
O=C(CCC(=O)c1cccs1)c1cccs1 | -3.1
Cc1cc(-c2nn(-c3ccccc3F)cc2CN2CCC(O)CC2)c(C)s1 | 5.4
C[N+](C)(C)CCCCCCCCCC[N+](C)(C)C | -0.7
Cc1ccc(S(=O)(=O)N2CCC(C(=O)N[C@@H](C)C(=O)NC3CCS(=O)(=O)C3)CC2)cc1 (stereo not given in full) | 1.8
O=C(NCC1CCCO1)c1ccc(OC2CCN(C(=O)C3CC3)CC2)cc1 (stereo not given) | 7.2
c1cnc2c(c1)ccc1cccnc12 | -3.1
CC(C)CCNC(=O)[C@H](CC(C)C)NC(=O)[C@H]1O[C@@H]1C(=O)O | 5.1
Cc1cc(NS(=O)(=O)c2ccc(N)cc2)no1 | 0.2
NS(=O)(=O)c1cc2c(cc1C(F)(F)F)NCNS2(=O)=O | 0.8
Nc1ccc(S(=O)(=O)c2ccc(N)cc2)cc1 | 2.7
COC1CCN(C(=O)c2ccc(OC3CCN(Cc4ccccn4)CC3)cc2)CC1 | 5.3
C[C@]12C=CC(=O)C=C1CCC1C3CC[C@](O)(C(=O)CO)[C@@]3(C)CC3OC312 (stereo not given in full) | 5.5
CN(C)CC/C=C1\c2ccccc2COc2ccccc21 | -4.5
COc1ccc(C2C3C(C)=NN=C3CC(C)(O)C2C(C)=O)cc1 (stereo not given) | -7.3
COc1cccc(OCc2nnc(-c3cccs3)o2)c1 | 0.5
CCOC(=O)C1C(=O)OC2(CCOC(C)(C)C2)C1C(=O)OCC (stereo not given) | 3.3
CC(=O)OCC1OC(n2ccc(=O)[nH]c2=O)C(O)C1O (stereo not given) | 1.2
Brc1c(NC2=NCCN2)ccc2nccnc12 | 2.1
CN(C)CCC=C1c2ccccc2CCc2ccccc21 | 0.7
COc1ccc(S(=O)(=O)NCc2ccco2)c2ccccc12 | 1.0
Cc1nonc1CN(C)C(=O)c1ccc(OC2CCN(Cc3ccccn3)CC2)cc1 | -4.1
O=C1CCCC(=O)C1=Cc1c[nH]c2ccccc12 | -2.9
O=C1OC(Nc2ccc3c(c2)OCO3)c2ccccc21 (stereo not given) | 3.5
COc1cc(/C=C(\C#N)C(=O)N2CCc3ccccc32)ccc1O | 11
Cc1ccc2nc3c(cc(C(=O)NCC4CCCO4)c(=N)n3CCCOC(C)C)c(=O)n2c1 (stereo not given) | 3.6
Cc1ccc(S(=O)(=O)NC(=O)Nc2cc(C)ccc2F)cc1 | 7.2
Clc1ccc(CCNc2ncnc3nc[nH]c23)cc1 | 3.7
Cc1ccccc1OCCSc1nc2ncnc(N)c2[nH]1 | -3.2

Remaining list, next part.
SMILES | PAD4 inhibitors
COc1ccc2[nH]cc(C3N4CC5(C)CN3CC(C)(C4)C5=O)c2c1 (stereo not given) | 2.1
Cc1c(OCC(F)(F)F)ccnc1CS(=O)c1nc2ccccc2[nH]1 (stereo not given) | 1.0
C/C(=N/N1CCN(Cc2cccc3ccccc23)CC1)c1cccnc1 | 1.8
CCCCCC(O)c1cccc(OCc2ccc3ccccc3n2)c1 (stereo not given) | 6.5
C[C@]12CCC(=O)C=C1CC[C@@H]1[C@@H]2[C@@H](O)C[C@@]2(C)[C@H]1CC[C@]2(O)C(=O)COC(=O)CCC(=O)O | -1.1
CC(C)[C@H](NC(=O)[C@@H]1CSCN1C(=O)OC(C)(C)C)C(=O)NCC1CCC(C(=O)O)CC1 (stereo not given in full) | -0.5
O=c1[nH]c(=O)n(C2CCCO2)cc1F (stereo not given) | 1.3
CC(=O)O[C@]1(C(C)=O)CC[C@H]2[C@@H]3C=C(Cl)C4=CC(=O)CC[C@]4(C)[C@H]3CC[C@@]21C | 6.2
CO[C@H]1C=CO[C@@]2(C)Oc3c(C)c(O)c4c(O)c(c(C=NN5CCN(C)CC5)c(O)c4c3C2=O)NC(=O)C(C)=CC=C[C@H](C)[C@H](O)[C@@H](C)[C@@H](O)[C@@H](C)[C@H](OC(C)=O)[C@@H]1C | 6.9
C[N+]1(C2CCC3CCCC2C3O)CCCCC1 (stereo not given) | 2.9
Cc1ncc([N+](=O)[O-])n1CC(C)O (stereo not given) | 3.5
CC(C)N1C(=O)/C(=C\c2nc3ccccc3c(=O)[nH]2)c2ccccc21 | 19
O=C1C(O)CC2c3ccccc3CC3(CCCC3)N12 (stereo not given) | -3.0
O=C(NCCO)c1ccc(Cl)c(Cl)c1 | -1.6
CC/C(=C(\c1ccc(O)cc1)c1ccc(OCCN(C)C)cc1)c1ccccc1 | 3.7
CC1(C)[C@@H](O)CC[C@]2(C)[C@H]3C(=O)C=C4[C@@H]5C[C@@](C)(C(=O)O)CC[C@]5(C)CC[C@@]4(C)[C@]3(C)CC[C@@H]12 | -0.4
Cn1cc(C2N3CC4(C)CN2CC(C)(C3)C4=O)c2ccccc21 (stereo not given) | 0.0
O=C(OCC1OC2OC3(CCCCC3)OC2C2OC3(CCCCC3)OC12)c1ccccc1 (stereo not given) | 5.0
CN1CCc2c(n(CC(O)CN(CCO)CCO)c3ccccc23)C1=O (stereo not given) | 3.6
CC(=O)N1c2ccccc2C(C)=CC1(C)C | 0.2
CCn1c(SCC(=O)c2ccccc2)nc2ccccc2c1=O | 0.4
CC(C)C(=O)Nc1c(O)c2ccccc2[nH]c1=O | -3.7
Cc1cccc2c1CC(C)(C)N/C2=C\C(N)=O | -0.5
Cc1cccc(N(C)C(=S)Oc2ccc3ccccc3c2)c1 | 4.7
CN(C)c1ccc(C(CN)c2c[nH]c3ccccc23)cc1 (stereo not given) | -0.1
CC(C[N+](C)(C)C)OC(N)=O (stereo not given) | -3.5
Nc1c(C(=O)c2ccccc2)oc2ccccc12 | -6.2
Cc1ccccc1OCC(O)CN1CCN(C)CC1 (stereo not given) | -2.8
COC(=O)c1ccccc1NC(=O)c1ccc(COc2ccc3c(c2)CCC3)cc1 | 12
COc1ccc(C2C(=O)c3ccccc3C2=O)cc1 | 2.8
CC12CN3CC(C)(CN(C1)C3c1ccc([N+](=O)[O-])o1)C2 (stereo not given) | -0.6
CC1(C)O[C@@H]2C[C@H]3[C@@H]4CCC5=CC(=O)C=C[C@]5(C)[C@@]4(F)[C@@H](O)C[C@]3(C)[C@]2(C(=O)CO)O1 | 0.1
Cc1ccc2c(c1)C(O)(c1c(C)[nH]c3ccccc13)C(=O)N2 (stereo not given) | 5.6
COc1cc2oc(-c3ccc(O)cc3)cc(=O)c2c(OC)c1O | 0.6
C[C@@H]1C[C@H]2[C@@H]3CCC4=CC(=O)C=C[C@]4(C)[C@@]3(F)[C@@H](O)C[C@]2(C)[C@@]1(O)C(=O)COP(=O)(O)O | 0.0
O=c1cc(-c2ccccc2)oc2cc(OCc3ccccc3)cc(O)c12 | 2.2
COc1cccc(OCC(O)CO)c1 (stereo not given) | -2.5
CC(=O)Nc1ccc2[nH]c(C)c(CC=C(Cl)Cl)c(=O)c2c1 | -0.4
Nc1cccc(C(=O)O)c1 | -0.1
COc1cc2c(cc1O)CCN(C(=O)c1ccco1)C2C (stereo not given) | 0.9
Cc1ccc(OCCSc2ncccn2)c(C)c1 | 2.0
CCOc1cccc(N2C(=O)CC(N(CCc3ccc(OC)c(OC)c3)C(=O)CC)C2=O)c1 (stereo not given) | 4.1
CN1C(C(=O)Nc2ccccn2)=C(O)c2sccc2S1(=O)=O | -3.0
NC12CC3CC(CC(C3)C1)C2 | -1.7
CC1(C)Cc2nc3oc4c(NCc5ccccc5)ncnc4c3cc2CO1 | 1.8
COc1cc(C(=O)OCCn2c(=O)c3c(ncn3CCN(C)C)n(C)c2=O)cc(OC)c1OC | -6.2
O=C(CS(=O)(=O)c1ccccc1)c1ccc2c(c1)OCCO2 | -1.8
O=C(Nc1cccc(Oc2c(F)c(F)c(F)c(F)c2F)c1)N1C[C@@H]2C[C@@H](C1)c1cccc(=O)n1C2 | 1.5
CN(C)C(=O)CCCCCCCCC(=O)N(C)C | 2.8
O=C(O)CC(O)C(=O)O (stereo not given) | -0.9
CC(C)COc1ccc(Cc2cnc(N)nc2N)cc1 | 2.5
COc1cc(CNc2nnnn2C)ccc1OCc1ccc(F)cc1Cl | 9.2
Cc1ccc(CN2CCN(Cc3cn[nH]c3C3CCCCC3)CC2CCO)cc1 (stereo not given) | -2.3
C[C@]12CC[C@@H]3c4ccc(O)cc4CC[C@H]3[C@@H]1CC[C@@H]2O | -0.3
CC(=O)CCc1c(C)c2cccc(C)c2[nH]c1=O | 2.5
COc1c2ccoc2nc2c(OC)cccc12 | -1.4
O=C1CC[C@@H](CN(Cc2ccccc2)Cc2cn[nH]c2-c2cc3ccccc3o2)N1 | -4.5
CC1=C(C)C(=O)C(CCCCC#CCCCC#CCO)=C(C)C1=O | 1.6
CC(=O)Nc1nc(CCC(C)C)cc2c1c(=O)oc1ccccc12 | 7.0
CC(=O)OC[C@H]1O[C@@H](Sc2cccc3cccnc23)[C@H](OC(C)=O)[C@@H](OC(C)=O)[C@H]1OC(C)=O | 1.3

Screens as filed in PubChem BioAssay.

A portion of the library; count on the stated rates, not on these rows.
